Screening data (PubChem)
RXFP1 antag: RXFP1 (human) relaxin receptor antagonism; HEK293-RXFP1, relaxin-stimulated cAMP HTRF, 30 min; active compounds read low; activity change, negative = inhibition, % at 57.5 µM; actives 0.59% (n = 350,000); AID 1259400;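 active = activity change of -60% or lower, but not beyond a set lower limit; inconclusive = change between -60% and -40%, or beyond the set limit; inactive = change above -40%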; also: % is scaled to controls: 0 for no effect and ±100 for the full control effect
D1 ag: activates the human D1 dopamine receptor; P21728; HEK293 T-REx D1 cells, calcium flux, agonist mode; activation, % at 2 µM; actives 1% (n = 360,000); AID 504660; in the data active = activation above about 30%; also: 0% is about no effect
Target sequence (P21728 whole entry, looked up): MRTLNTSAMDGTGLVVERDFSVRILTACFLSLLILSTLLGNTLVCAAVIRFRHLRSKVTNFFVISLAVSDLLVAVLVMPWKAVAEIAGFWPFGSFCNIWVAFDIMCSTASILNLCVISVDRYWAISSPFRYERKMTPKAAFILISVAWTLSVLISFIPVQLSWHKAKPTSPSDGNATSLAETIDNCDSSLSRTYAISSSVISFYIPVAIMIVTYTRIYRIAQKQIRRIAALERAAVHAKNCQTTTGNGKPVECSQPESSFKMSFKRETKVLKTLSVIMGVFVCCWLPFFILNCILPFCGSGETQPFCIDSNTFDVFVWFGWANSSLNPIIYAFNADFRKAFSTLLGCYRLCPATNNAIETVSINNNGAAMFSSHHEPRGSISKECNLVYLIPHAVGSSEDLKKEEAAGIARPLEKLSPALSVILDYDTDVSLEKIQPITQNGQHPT
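Tetracycline-induced HEK293 TREx D1 cells, force-coupled to calcium signalling, were dye-loaded with a no-wash calcium kit. Compound was pin-added after a 10 s baseline. Fluorescence was read kinetically at 1 cycle/s for 180 s, with calcium rises flagged as agonism.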
RXFP1 agonist: agonists of human relaxin receptor RXFP1. actives 0.3% (n = 370,000). Q9HBX9. HEK293T-RXFP1 cAMP TR-FRET, 30 min; response scale: percent of porcine relaxin response, buffer zero. Potency, µM (doses to about 57.5 µM), for the others: at the highest dose activation, usual class: activators; also: potency is read from the fitted curve at half-maximal effect; % is scaled to controls: 0 for no effect and ±100 for the full control effect; nearly all actives have a fitted effect of over 60% in size; many of its hits are not listed in these tables
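HEK293 cells stably expressing RXFP1, treated 30 min at 37C with compounds plus PDE4 inhibitor Ro 20174; cAMP measured by HTRF TR-FRET. Normalized to buffer and 29 nM porcine relaxin; EC50 by Hill fit.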
D2 PAM: positive allosteric modulators of human D2 dopamine receptor. actives 0.34% (n = 340,000). P14416. AID 485347. HEK293 T-REx D2, calcium flux, EC20 dopamine potentiation. potentiation, % at 10 µM;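 active = potentiation over 3 SD above the plate norm, cut at about 30% in these data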; also: 0% is about no effect
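Potentiation of an EC20 dopamine calcium response is measured in a force-coupled, tetracycline-inducible Hek293 Trex D2 line. Compound-only kinetic reads over 180 s flag agonists before dopamine addition.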
TRHR agonist: TRH receptor (human) agonism | P34981 | TRHR cells, calcium flux fluo-8, FDSS agonist mode | activation, % at 2 µM | actives 0.18% (n = 360,000) | AID 493084; in the data active = activation above about 30%; also: 0% is about no effect
Target sequence (P34981 whole entry, looked up): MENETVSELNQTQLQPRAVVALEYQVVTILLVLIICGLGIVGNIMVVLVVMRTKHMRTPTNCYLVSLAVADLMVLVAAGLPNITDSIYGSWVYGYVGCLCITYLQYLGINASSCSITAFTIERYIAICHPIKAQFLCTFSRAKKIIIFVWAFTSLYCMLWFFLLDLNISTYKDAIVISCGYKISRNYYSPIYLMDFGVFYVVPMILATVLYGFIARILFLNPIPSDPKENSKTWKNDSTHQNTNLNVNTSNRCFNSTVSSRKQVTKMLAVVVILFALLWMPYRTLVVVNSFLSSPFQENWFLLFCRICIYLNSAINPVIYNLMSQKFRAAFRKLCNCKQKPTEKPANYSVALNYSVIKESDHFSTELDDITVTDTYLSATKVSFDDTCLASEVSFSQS
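In this calcium-flux screen, cells bearing human TRHR are dye-loaded with fluo-8, baselined for 10 cycles, then exposed to library compounds; positive kinetic calcium responses during the agonist phase mark hits, with TRH as control.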
Apoferritin bind: candidate novel general anesthetic via apoferritin binding; apoferritin/1-aminoanthracene competitive binding, fluorescence; actives 0.074% (n = 350,000); P02791; Potency, µM (highest dose often 77.5 µM), for inactives: top-dose activity change, negative = displacement, usual class: inhibitors; also: potency is read from the fitted curve at half-maximal effect; % is scaled to controls: 0 for no effect and ±100 for the full control effect; nearly all actives have a fitted effect of over 20% in size
Target sequence (P02791 2-175 limits assumed): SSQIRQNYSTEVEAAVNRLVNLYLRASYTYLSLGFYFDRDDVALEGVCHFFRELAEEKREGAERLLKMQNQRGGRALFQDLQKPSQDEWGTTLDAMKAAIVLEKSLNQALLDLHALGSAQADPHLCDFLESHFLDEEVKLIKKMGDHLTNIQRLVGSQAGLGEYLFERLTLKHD
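Concentration-response curves derived by four-parameter Hill fitting of normalized fluorescence, where compounds displaced 1-AMA from 10 uM horse apoferritin following a brief 10 min room-temperature incubation; propofol titration acted as positive control.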
TRHR PAM: allosteric enhancers of human TRH receptor | P34981 | TRHR cells, fluo-8 calcium fluorescence, EC20 TRH enhancement | enhancement, % at 2 µM | actives 0.66% (n = 360,000); in the data active = enhancement above about 30%; also: 0% is about no effect
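TRHR-expressing cells loaded with fluo-8 calcium dye were read kinetically (ex 480/em 530) during compound addition, then stimulated with an EC20 of TRH (10 nM final). Enhancement of the Gq-mediated intracellular calcium response was scored.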
D1 potentiator: human D1 dopamine receptor positive modulation; P21728; HEK293 TREx D1 cells, calcium flux, dopamine EC20 potentiation; potentiation, % at 10 µM; actives 0.036% (n = 360,000); in the data active = potentiation above about 30%; also: 0% is about no effect
D1 antagonist: blocks dopamine activation of the human D1 receptor; HEK293 TREx D1 cells, calcium flux, dopamine EC80; active compounds read low; activity change, negative = inhibition, % at 10 µM; actives 3.2% (n = 360,000); AID 504652; in the data active = activity change below about -30%; also: % is scaled to controls: 0 for no effect and ±100 for the full control effect
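Inducible Hek293 Trex D1 cells (tetracycline, overnight, 30 C). Calcium dye 30–90 min RT. Antagonist mode: EC80 dopamine added after 180 s compound read.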
* = called active by the depositor; ? = inconclusive; / = no result given; [ ] = remark or other dose. Unless noted, calls follow the shape of the dose curve; as a rule, active = well fitted curve in the direction sought with a large enough effect; inconclusive = small, poorly fitted or top-dose-only effect, or another doubt; inactive = no such curve, though single readings can be large; an effect the other way counts as inactive or inconclusive.

SMILES	RXFP1 antag	D1 ag	RXFP1 agonist	D2 PAM	TRHR agonist	Apoferritin bind	TRHR PAM	D1 potentiator	D1 antagonist
Cc1ccc(NC(=O)c2snc3ccc(Cl)cc23)cc1C	-16	3	3.5%	-2	1.5	-10%	-5	-7	11
COC(=O)c1ccc(NC(=S)Nc2ccccn2)cc1	3	-4	-2.4%	14	-0.4	-2%	9	-7	-2
COc1ccc(C2C(C(=O)OCC(=O)N3CCCCC3)CCC(=O)N2c2ccc(OC)cc2)cc1 (stereo unspecified)	-7	3	4.9%	-7	-0.1	-13%	-5	-8	-7
O=C(CSc1nc2c([nH]c3ccccc32)c(=O)n1-c1cccc(Cl)c1)N1CCc2ccccc21	/	3	0.3%	-6	-0.2	-2%	6	-4	7
CCOC(=O)C1(Cc2cccc(F)c2)CCN(Cc2cnc(C)s2)CC1	-5	1	-0.9%	-3	-0.8	-9%	-8	2	-6
O=C(c1ccc(S(=O)(=O)N2CCCC2)cc1)N1CCCCCC1	-5	4	0.3%	8	0.3	0%	6	-2	11
Cc1ccc(F)cc1NC(=O)c1sc2ncn(CC(=O)N3CCN(c4ccccn4)CC3)c(=O)c2c1C	12	2	16µM*	2	-0.3	-13%	-1	-9	-29
Cc1nc2ccccn2c(=O)c1NC(=O)c1ccccc1Cl	-6	5	9.6%	-5	-0.3	37%[activator]	0	-3	7
COc1ccccc1CCNC(=O)C(=O)NCC1OCCN1S(=O)(=O)c1ccc(C)cc1 (stereo unspecified)	6	5	5.4%	4	-1.2	-17%	-4	-17	-24
COc1ccc(/C=C(/NC(=O)c2ccco2)C(=O)Nc2ccc(C(=O)O)cc2)cc1	-7	0	0.5%	/	0.0	-7%	1	-8	10
CCCCC(=O)Nc1nc2ccc3nc(C)sc3c2s1	/	0	2.7%	-7	0.7	0%	-3	-3	5
Cc1c(C(=O)/C=C/N(C)C)nnn1-c1ccc(Cl)cc1Cl	-64*	4	4.9%	4	1.3	-2%	7	-2	9
COc1ccccc1N(CCC#N)C(=O)CSc1nc(-c2ccccc2)cn1N	-15	1	2.4%	9	0.1	-20%	7	-2	6
CCCc1nc(SC)[nH]c(=O)c1C	7	1	1.7%	-6	0.3	9%	34*	-1	-3
COc1ccccc1/C=N/NC(=O)C(=O)NCc1cccnc1	-5	2	-0.5%	4	-1.7	-7%	7	-2	4
Cc1ccccc1CNC(=O)CCCC(=O)n1nc(C)c2ccccc21	-3	0	-0.5%	-2	0.0	-9%	5	-5	1
COc1cc(OC)cc(-c2nc(N)n[nH]2)c1	-10	5	3.6%	2	0.0	0%	7	-1	-3
COc1ccc(S(=O)(=O)Nc2ccc(-c3cn4ccsc4n3)cc2)cc1C	/	1	1.6%	16	-0.3	-6%	11	-5	3
Cc1[nH]c2c(C)cccc2c1CCNC(=O)c1cc2ccccc2oc1=O	/	-1	-0.7%	-1	1.7	-8%	3	-5	3
CC(Sc1nnc(N)s1)C(=O)Nc1ccc2c(c1)OCCO2 (stereo unspecified)	7	3	-0.9%	0	0.1	?	-1	-12	-12
Cc1ccc2c(c1)C1CN(C)CCC1N2S(=O)(=O)c1cc(C(F)(F)F)ccc1Cl (stereo unspecified)	-20	11	0.9%	12	0.8	/	2	-13	-11
CCCCCOC(=O)C1C2C=CC3(CN(c4ccccc4C)C(=O)C13)O2 (stereo unspecified)	-12	3	-0.4%	-19	0.0	6%	-3	-3	4
O=C(Nc1ccc(S(=O)(=O)N2CCOCC2)cc1)c1ccccc1F	0	5	2.7%	-7	0.2	?	-4	-4	-14
Cc1cc(N2CCOCC2)nc2ccc(NC(=S)N3CCN(c4ccccc4)CC3)cc12	0	3	6.0%	-4	-0.1	-10%	4	-3	-7
Cc1ccc(N2C(S)=C(C#N)C(=O)NC2c2ccco2)cc1 (stereo unspecified)	-4	2	-2.0%	0	0.1	-8%	1	-6	-47*

Copied from the listing (6 entries):
SMILES	RXFP1 antag	D1 ag	RXFP1 agonist	D2 PAM	TRHR agonist	Apoferritin bind	TRHR PAM	D1 potentiator	D1 antagonist
Cc1ccc(NC(=O)c2snc3ccc(Cl)cc23)cc1C	-16	3	3.5%	-2	1.5	-10%	-5	-7	11
COC(=O)c1ccc(NC(=S)Nc2ccccn2)cc1	3	-4	-2.4%	14	-0.4	-2%	9	-7	-2
COc1ccc(C2C(C(=O)OCC(=O)N3CCCCC3)CCC(=O)N2c2ccc(OC)cc2)cc1 (stereo unspecified)	-7	3	4.9%	-7	-0.1	-13%	-5	-8	-7
O=C(CSc1nc2c([nH]c3ccccc32)c(=O)n1-c1cccc(Cl)c1)N1CCc2ccccc21	/	3	0.3%	-6	-0.2	-2%	6	-4	7
CCOC(=O)C1(Cc2cccc(F)c2)CCN(Cc2cnc(C)s2)CC1	-5	1	-0.9%	-3	-0.8	-9%	-8	2	-6
O=C(c1ccc(S(=O)(=O)N2CCCC2)cc1)N1CCCCCC1	-5	4	0.3%	8	0.3	0%	6	-2	11

(continued)
SMILES	RXFP1 antag	D1 ag	RXFP1 agonist	D2 PAM	TRHR agonist	Apoferritin bind	TRHR PAM	D1 potentiator	D1 antagonist
CN(C)c1ccc(P(=O)(Nc2ccccc2)N2CCOCC2)c(NC(=O)c2cccs2)c1 (stereo unspecified)	-8	-2	5.2%	-11	-0.6	-5%	0	-6	-7
CCCCOc1cccc(C(=O)N(Cc2ccc(Cl)cc2)C2CCS(=O)(=O)C2)c1 (stereo unspecified)	-23	8	-1.9%	/	-0.4	49%[activator]	4	-5	19
COc1cc(CNCCNC(=O)c2cccs2)cc(OC)c1OC	-2	4	5.0%	-5	0.2	-5%	0	-3	1
COc1ccc(CN(C)C(C)C(=O)Nc2ccc(S(=O)(=O)N3CCOCC3)cc2)c(OC)c1 (stereo unspecified)	-1	6	-0.6%	-5	-0.3	-22%	-1	13	-6
CC(=O)N1CCN(CC(=O)Nc2ccc([N+](=O)[O-])cc2Br)CC1	8	5	1.5%	4	0.3	-15%	-4	-6	-11
CC1CC(C)CN(C(=O)CN2C(=O)NC(C)(C)C2=O)C1 (stereo unspecified)	12	4	0.5%	18	1.3	/	14	3	0
Cc1ccc(SCc2c(C(=O)N/N=C/c3ccccc3)nnn2-c2nonc2N)cc1	-32	3	-2.5%	-11	0.7	-5%	-12	-13	-10
COc1ccc(C(=O)NC(C)c2nnc(SCC(=O)NC3=NCCS3)n2C)cc1 (stereo unspecified)	15	3	-0.6%	-19	1.2	4%	-8	-3	0
CCOC(=O)C1CCN(CC(C)(C)NS(=O)(=O)c2ccc(Cl)cc2)CC1	-2	2	3.9%	/	0.1	2%	1	-12	-31*
N#Cc1nc(-c2ccc(COc3ccccc3)o2)oc1N1CCCCC1	-13	2	3.4%	-8	0.5	115%[activator]	-2	1	-13
Cc1cc(Br)cc2c1N(Cc1ccccc1OC(C)C)C(=O)C2=O	-32	1	-2.4%	0	-1.3	?	-8	-1	-51*
COc1cccc(NC(=O)C2CCN(Cc3cnn(-c4ccccc4)c3-n3cccc3)CC2)c1	-6	0	1.1%	9	-0.4	-5%	12	0	9
Cn1nc(C(=O)Nc2ccc(Cl)c(S(=O)(=O)N3CCOCC3)c2)c2ccccc2c1=O	1	0	0.9%	-8	0.3	/	8	-8	-12
CCOc1nc2ccccc2nc1NS(=O)(=O)c1ccccc1	-1	-3	11%	7	1.0	1%	2	-3	-6
CCN(Cc1cnn(C)c1)C(=O)c1cc(COc2cc(C)c(Cl)c(C)c2)on1	11	8	-1.1%	-2	-0.4	-8%	3	-5	-7
CCc1cccc(NC(=O)C2CCCN(c3cnccn3)C2)c1 (stereo unspecified)	11	0	0.6%	-10	-1.1	-2%	-3	-2	-9
c1ccc(Cc2nc3ccccc3o2)cc1	-11	2	1.5%	0	0.5	-22%	3	-5	-1
S=C(Nc1ccccc1)Nc1ccc(OCc2ccccc2)cc1	-8	7	1.1%	-3	-0.6	-20%	1	-3	1
Cc1cc(C(=O)Nc2ccc(C(=O)O)cc2)c(-c2ccccc2)o1	-4	1	1.0%	4	-0.6	-12%	-3	-8	25
COc1ccnc2c1c(=O)n(Cc1ccc(F)cc1)c(=O)n2C	-11	4	5.3%	-8	-0.1	-14%	14	-4	6
COc1ccccc1C(C(=O)NC1CCCC1)N(C(=O)c1csnn1)C1CC1 (stereo unspecified)	-8	1	0.2%	-2	-0.6	-9%	12	/	-13
Cc1csc(NC(=O)c2cc3c(C)nn(Cc4ccccc4Cl)c3s2)n1	-10	3	-1.3%	-2	0.2	-8%	0	-2	-2
COC(=O)c1ccc(Oc2coc3cc(OCc4cnn(-c5ccccc5)c4)ccc3c2=O)cc1	-2	4	4.2%	-2	0.4	-13%	0	-3	-38*
Cc1ccc(C2/C(=C(/O)c3ccc(OC(C)C)cc3)C(=O)C(=O)N2CCN2CCOCC2)cc1 (stereo unspecified)	7	5	9.8%	7	-2.1	?	6	-4	10
CCC(=O)Nc1cccc(C2=NOC3(C2)C[C@@H](C(N)=O)N(C(=O)c2ccc(OC)cc2)C3)c1 (stereo partly specified)	/	0	0.0%	3	0.5	-11%	-3	-1	5
SMILES	RXFP1 antag	D1 ag	RXFP1 agonist	D2 PAM	TRHR agonist	Apoferritin bind	TRHR PAM	D1 potentiator	D1 antagonist
O=C(Nc1ccc(S(=O)(=O)N2CCCCCC2)cc1)c1ccco1	0	2	-0.6%	-14	0.3	?	1	2	-5
O=C(O)COc1ccccc1/C=C1\SC(=O)N(Cc2ccc(F)cc2)C1=O	-20	1	0.9%	3	0.0	-19%	5	-2	-3
COc1ccccc1/C=C/CN1CCC(Oc2ccc(C(=O)N3CCCCC3)cc2)CC1	-30	6	-1.2%	-35	0.2	-15%	7	1	-9
Cc1noc(C(C)C)c1C(=O)Nc1ccc(-c2nnc3n2CCCCC3)cc1	-1	0	0.2%	1	1.0	/	4	1	-1
Cc1nn(CCCC(=O)NCc2ccc(F)cc2)c(=O)c2nccn12	0	1	28µM*	11	0.2	-4%	-4	-5	33
COc1ccc2c(c1)cc(C(=O)N[C@H](C(=O)N1CCC(C(=O)O)CC1)C(C)C)n2C	-2	4	6.7%	/	0.4	4%	-2	4	0
Cc1ccc(S(=O)(=O)NC2CC(C)(C)NC(C)(C)C2)cc1C	-16	1	0.4%	/	0.8	-7%	8	-6	-22
CCOc1ccc(CN2CCC(Cc3ccccc3)CC2)cc1	-8	6	0.5%	-19	0.0	-11%	-3	-2	-31*
O=C(O)CC(C(=O)Nc1cccc(C(F)(F)F)c1)C1CCCO1 (stereo unspecified)	-7	-1	3.7%	4	0.4	-11%	-2	-4	12

Only part of the results is shown; count on the stated rates, not on these rows.
